From PubChem BioAssay
FN deposit inh = fibronectin deposition inhibition | AH1F fibroblasts, Alexa488-fibronectin deposition fluorescence, overnight | inhibition, % at 12.6 µM | 350,000 compounds, 0.086% hits;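 active means mean inhibition across replicates of 30% or more, regardless of how many single replicates reach that level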;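 further: positive control wells lacked labelled fibronectin entirely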
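Measured by – fluorescence 485/525 nm · System – AH1F fibroblast monolayer, labelled fibronectin deposition · Amount – 10000 cells per well · Buffer or medium – serum-reduced DMEM (2% serum) · Doses – single dose, pinned · Also added – fluorescent fibronectin at 24 nM final · Schedule – 1 h cell attachment, overnight exposure to compound and label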
LGR2 antag = blocks bursicon-induced cAMP signaling via Drosophila LGR2. 380,000 compounds, 0.35% hits. inhibition, % at 9.99 µM. HEK293 LGR2, CRE-luciferase, bursicon-stimulated, 4 h;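 active means drop in luminescence signal, shown as inhibition above about 50% in the replicate tests, limit read from the data, passing the limit was not always enough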;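 further: agonist challenge used bursicon conditioned medium at about half maximal strength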
PAX8 reporter = inhibitors of PAX8 transcriptional activity in RMG-I cells; RMG-I TPO-luciferase reporter, SteadyGlo, 24 h; inhibition, % at 12.6 µM; 360,000 compounds, 1.2% hits;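 active means mean replicate inhibition at least 60% with every replicate also reaching 60%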;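 further: luciferase light reporting Pax8 driven TPO promoter activity; plate controls were median of neutral control wells for no effect and mitoxantrone controls for full effect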
Starred values were filed as active, the others as inactive.

SMILES	FN deposit inh	LGR2 antag	PAX8 reporter
CN(C)S(=O)(=O)c1ccc(N2C(=O)CC2(/C=C/c2ccccc2)C(=O)NC2CCCC2)cc1 (configuration not stated)	-4	38	4
CCN1CCN(C(=S)NCC(C)C)CC1	-6	-9	20
COc1cc(/C=N/n2c(C)n[nH]c2=S)ccc1OCc1ccccc1	10	-32	-40
Cc1nc2ccccc2c(=O)n1Nc1cccc(Cl)c1	4	0	7
Cc1ccc(CNc2ccc(S(=O)(=O)N3CCOCC3)cc2[N+](=O)[O-])cc1	6	-4	-17
O=C(c1nn2c(C(F)(F)F)cc(-c3cccs3)nc2c1Cl)N1CCCc2ccccc21	8	-11	19
Cn1c(=O)c2ncn(CC(=O)NCCOCc3ccccc3Cl)c2n(C)c1=O	-5	-20	-1
O=C(CN1CCN(c2ccccc2)CC1)N/N=C/c1cccc(F)c1	-2	-8	-12
O=C(Cn1c(COc2ccccc2)nc2ccccc21)Nc1cccc(Cl)c1	9	-14	2
C=CCNC(=O)/C(=C/c1cn(-c2ccccc2)nc1-c1cccc([N+](=O)[O-])c1)NC(=O)c1ccccc1	15	1	10
CN(C)CCNC(=O)/C(=C/c1ccc(-c2ccc(Cl)cc2Cl)o1)NC(=O)c1ccccc1	-1	-4	17
COc1cc(CNC(C)(C)CO)ccc1OCC(=O)NC(C)(C)C	-1	13	0
O=[N+]([O-])c1ccccc1/C=N/n1c(C2CCCCC2)n[nH]c1=S	-3	3	5
O=C(N/N=C/c1cc2cc3c(cc2nc1Cl)OCCO3)c1ccccc1O	-1	-1	6
COc1cc2cc(CN(CCc3ccccc3C)C(=S)NCCCN(C)C)c(=O)[nH]c2cc1OC	4	-7	10

Part of the list above in order of length of the SMILES, low to high.
SMILES	FN deposit inh	LGR2 antag	PAX8 reporter
COc1cc2cc(CN(CCc3ccccc3C)C(=S)NCCCN(C)C)c(=O)[nH]c2cc1OC	4	-7	10
CN(C)CCNC(=O)/C(=C/c1ccc(-c2ccc(Cl)cc2Cl)o1)NC(=O)c1ccccc1	-1	-4	17
C=CCNC(=O)/C(=C/c1cn(-c2ccccc2)nc1-c1cccc([N+](=O)[O-])c1)NC(=O)c1ccccc1	15	1	10

Next section:
SMILES	FN deposit inh	LGR2 antag	PAX8 reporter
COc1ccccc1CC(=O)Nc1ccc2c(c1)CCC2	0	-1	14
COc1ccc(/C=C/C(=O)O)cc1COc1cccc(C)c1	-1	12	-3
COc1cc(CNc2nc3ccccc3n2C)cc(OC)c1OC	-2	3	3
O=C(CSc1nnc(NC(=O)c2ccccc2Cl)s1)Nc1ccc2c(c1)oc1ccccc12	2	-51	-157
O=C(CCCn1cnc([N+](=O)[O-])n1)Nc1cccc(Cl)c1Cl	-2	8	6
COC(=O)c1ccc(C(=O)OC)c(NC(=S)N2CCC(C)CC2)c1	-5	3	-10
CC(=O)NC(CCCN1C(=O)c2ccccc2C1=O)c1nnn(C)n1 (configuration not stated)	8	10	-21
CC(OC(=O)Cc1c(F)cccc1Cl)C(=O)NCCC1=CCCCC1 (configuration not stated)	2	33	-48
COc1ccccc1-c1ccc(/C=C2/C=C(C)OC2=O)o1	1	-6	17
COC(=O)c1ccc(SCC(=O)NC2CCCC2)c([N+](=O)[O-])c1	5	-8	-7
Fc1cccc(/C=N/NC(=S)Nc2ccccc2Cl)c1	-4	-29	-110
Fc1ccc(Nc2ncnc3sc4c(c23)CCC4)cc1F	-5	10	13
COc1ccc(NCC(=O)N/N=C/c2ccc3c(c2)OCCO3)cc1	2	-3	-8
COc1ccc(/C=N/NC(=O)c2cccc(COCC(F)(F)C(F)F)c2)cc1	1	-43	-13
CC(C)Nc1nc(Cl)nc(N(C#N)CN2C(=O)c3ccccc3C2=O)n1	2	15	3
O=C(NCc1ccco1)C(=O)NCC1OCCCN1S(=O)(=O)c1ccc(F)cc1 (configuration not stated)	-11	2	4
COc1cc(NC(=O)c2cccc(C)c2)c(Cl)cc1[N+](=O)[O-]	-8	-3	-7
CC(C)c1onc(C(=O)N(C)C2CCCCC2)c1[N+](=O)[O-]	-4	17	-3
NC(N)=NNC(=O)c1ccccc1Cl	-1	-9	15
Cn1c(Cc2cccc3ccccc23)nnc1SCc1ccc([N+](=O)[O-])cc1	7	17	10
O=[N+]([O-])c1ccc(Nc2ccc(F)cc2)nc1	-6	-38	-3
CCS(=O)(=O)Nc1cccc(C2=NN(S(=O)(=O)c3ccc(F)cc3)C(c3cccs3)C2)c1 (configuration not stated)	-1	8	7
CC1CCCC(C)N1C(=O)COC(=O)CCc1nc2ccccc2c(=O)[nH]1 (configuration not stated)	-4	-10	6
O=C(CN1C(=O)C2C3C=CC(C3)C2C1=O)Nc1ccc(S(=O)(=O)N2CCCCC2)cc1 (configuration not stated)	5	-1	-9
CCOc1ccc(NC(=S)NC(=O)c2c(Cl)cnn2CC)c([N+](=O)[O-])c1	2	5	-5
CCCCc1ccc(NC(=S)Nc2ccc(Cl)c(S(=O)(=O)N(C)C)c2)cc1	5	-10	-2
CC(C)Cc1csc(NC(=O)c2ccc(F)cc2)c1C(=O)O	-4	-16	-17
Cc1ccc2nc(NC(=O)Cn3nc(C)c([N+](=O)[O-])c3C)sc2c1	-5	-7	20
Cc1cc(C)cc(C(=O)Oc2coc(CSc3nnc(NC(=O)C4CC4)s3)cc2=O)c1	3	7	2
Cc1nc(NC(=O)/C=C/c2ccc(F)cc2)sc1C(=O)N(C)C	0	7	-50
O=C(Nc1cccc2c1CCCC2)c1ccc(Cl)c([N+](=O)[O-])c1	6	-10	17
COc1cc(/C=C(\C#N)C(=O)Nc2cccnc2)ccc1OC(C)C	15	-21	11
CCN(CC)c1ccc(N=Cc2c(C)[nH]c3ccccc23)cc1	-5	5	11
O=C(Oc1ccc(Cl)c2cccnc12)C12CC3CC(CC(C3)C1)C2	1	9	6
Cc1ccc(O)c(C(=O)c2cnc3c(c2)c(C)nn3-c2ccccc2)c1	-2	14	-9
CSc1ccccc1NC(=O)COC(=O)c1ccccc1Cc1ccccc1	-2	5	-5
O=C(N/N=C/c1c[nH]c2ccc(Br)cc12)c1ccncc1	11	6	3
CCN(CC)S(=O)(=O)c1cccc(C(=O)N/N=C/c2c(C)nn(-c3ccccc3)c2Cl)c1	-4	-12	2
Cc1ccccc1/C=C/c1nc2ccccc2c(=O)n1CCc1ccccc1	-4	-17	3
CCOC(=O)Cc1cc(-c2ccc(OC)cc2)nc2ccc3ccccc3c12	2	-21	3
COc1ccc(Cl)cc1C(=O)NNC(=O)c1cccc(S(=O)(=O)N(C)C)c1	31*	-10	4
COc1ccc(OCCOC(=O)c2[nH]c(C)c(C(C)=O)c2C)cc1	3	-13	-63
O=C(OCc1nc2scc(-c3ccccc3)c2c(=O)[nH]1)c1cc(Cl)ccc1[N+](=O)[O-]	-1	19	-4
COc1ccc(-c2[nH]ncc2C=O)cc1	3	18	-8
COc1cc(/C=C/C(=O)NCCN2CCOCC2)cc(OC)c1OC	2	-2	-5
O=C(COc1ccc(C(=O)c2ccccc2)cc1)NCc1ccc(F)cc1	-6	-12	16
CCN(C(=O)COC(=O)c1cc(-c2cccc3ccccc23)nc2ccccc12)C1CCS(=O)(=O)C1 (configuration not stated)	2	-12	-9
Cc1ccc(C(=O)Nc2ccccc2C(=O)N2CCCC2)cc1[N+](=O)[O-]	-2	-1	0
COCC(=O)Nc1cc([N+](=O)[O-])ccc1OC	6	11	-8
CN(NC1CC(=O)N(c2ccccc2)C1=O)c1ccccc1 (configuration not stated)	6	-20	-10
COc1cc(C=O)ccc1OCc1cccc(Br)c1	2	-102	-132
CCCC(CCC)=NNc1ccc(S(=O)(=O)Nc2ccccc2OC)cc1[N+](=O)[O-]	-6	21	9
Cc1ccc2onc(CC(=O)O)c2c1	-10	-24	9
Cc1ccc(-n2nc(C)c(C3(O)C(=O)N(C(C)C)c4ccccc43)c2N)cc1 (configuration not stated)	2	4	-2
CCOC(=O)CNc1nc2ccccc2n2c(C)nnc12	-5	5	-2
C[n+]1ccn(CC(=O)c2ccc(Br)cc2)c1	-7	10	-1
CSCCC(NC(=O)c1ccc(Cl)cc1)C(=O)OCC(=O)c1ccc[nH]1 (configuration not stated)	-3	-14	-8
COCc1cc(C)nc(OCC(=O)N/N=C/c2ccco2)c1C#N	-4	-9	-4
Cc1cccc(NC(=S)N=Nc2c(O)[nH]c3ccccc23)c1	3	10	12
CC(CCc1ccccc1)NC(=O)COC(=O)CC1CC2CCC1C2 (configuration not stated)	-1	5	4
Following part
SMILES	FN deposit inh	LGR2 antag	PAX8 reporter
CCOc1cc(NC(=S)NCc2ccco2)c(OCC)cc1NC(=O)CC(C)C	-2	-15	16
CN1c2ccccc2C2(C)CCCC3=Cc4cc([N+](=O)[O-])cc([N+](=O)[O-])c4OC312 (configuration not stated)	3	13	-21
Cc1ccnc(Sc2ccc([N+](=O)[O-])cn2)n1	2	-6	-29
CC(=O)c1c(C)[nH]c(C(=O)Nc2ccc(Cl)c(S(=O)(=O)N3CCOCC3)c2)c1C	-4	-6	6
Cc1c(N)c(C(C)(C)C)cc(C(C)(C)C)c1[N+](=O)[O-]	2	-17	4
CC(C)NC(=O)C1(c2ccccc2)CC1(Cl)Cl (configuration not stated)	-3	4	3
CCCn1nc(NC(=O)c2ccco2)c2cc3ccccc3nc21	5	-21	-9
O=C(Nc1nnc(SCC(=O)N2CCCc3ccccc32)s1)c1ccc2ccccc2c1	-2	-16	-83
CCOC(=O)c1c(C)n(C)c2cc(-c3ccc(F)cc3)c(O)cc12	8	-16	-14
O=C(c1ccc(Cl)c([N+](=O)[O-])c1)N(Cc1ccc(Cl)cc1)C1CCS(=O)(=O)C1 (configuration not stated)	2	9	35
Cc1ccc2nc(SC(C)C(=O)NC3CCCc4ccccc43)[nH]c2c1 (configuration not stated)	-10	-11	26
Cc1cccc(C)c1NC(=O)C(NC(=O)CN1C(=O)c2ccccc2C1=O)c1ccccc1 (configuration not stated)	3	-2	16
CC(=O)Nc1ccc(N=Cc2ccc(OCc3ccccc3)cc2)cc1	-8	-42	-139
CCCCOC(=O)C1=C(C)NC(=O)NC1c1ccc([N+](=O)[O-])s1 (configuration not stated)	3	0	21
Cc1cc(OC(=O)Cc2cccc3ccccc23)c([N+](=O)[O-])c(=O)[nH]1	9	14	-4

Reprinted at random: two entries already listed
SMILES	FN deposit inh	LGR2 antag	PAX8 reporter
Cc1ccc(O)c(C(=O)c2cnc3c(c2)c(C)nn3-c2ccccc2)c1	-2	14	-9
CC(OC(=O)Cc1c(F)cccc1Cl)C(=O)NCCC1=CCCCC1 (configuration not stated)	2	33	-48

Remaining list, next part:
SMILES	FN deposit inh	LGR2 antag	PAX8 reporter
Cc1c(NC(=O)c2cccnc2C(=O)O)cccc1C(=O)O	7	-9	-11
CCCC(=O)OCCNc1cc(SCCC(=O)OC)c2nonc2c1[N+](=O)[O-]	-2	30	-23
CC(C)(C)CC(C)(C)NC(=S)Nc1ccc(S(=O)(=O)N2CCOCC2)cc1	0	11	25
CCCCn1c(-c2ccco2)n[nH]c1=S	-4	-1	17
CCn1c(SCC(=O)N/N=C/C=C/c2ccco2)nnc1-c1ccc(OC)cc1	-7	13	24
CCOc1ccc(Oc2c(/C=N/NC(=O)COc3ccccc3OC)c(C)nn2-c2ccccc2)cc1	-3	-2	2
Cc1cc(C)cc(C(=O)OCC(=O)Nc2cccc(S(=O)(=O)NC3=NCCCCC3)c2)c1	2	-1	-2
CCOc1ccc2nc(Nc3nc4ccc(NC(C)=O)cc4s3)sc2c1	5	-28	2
O=C(c1ccccc1)N1CCCCCC1	4	12	4
Cc1cc(=O)oc2cc(OC(=O)CCCCCN3C(=O)c4ccccc4C3=O)ccc12	1	5	1
N/C(=N\OC(=O)Cc1ccccc1)c1ccncc1	1	-10	-13
O=C(O)CCCC(=O)N1N=C(c2ccccc2)CC1c1ccc2nccnc2c1 (configuration not stated)	-9	-18	-14
CN1CCN(S(=O)(=O)c2ccc(NC(=S)NC(=O)C3CC3)cc2)CC1	4	-3	1
COc1ccccc1NS(=O)(=O)c1ccc(N/N=C/c2c(C)nn(-c3ccccc3)c2N2CCCC2)c([N+](=O)[O-])c1	-2	15	12
COC(=O)C1=NN(c2cccc(C)c2)C2C(=O)N(c3ccccc3OC)C(=O)C12 (configuration not stated)	-5	13	1
COc1cc2c(cc1OC)CN(c1nc(CN3CCOCC3)nc3sc4c(c13)CCCC4)CC2	-1	-10	31
COc1ccccc1NC(=O)c1ccc(NC(=O)COC(=O)C(C)C)cc1	5	6	-6
O=C(COC(=O)Cc1cccc(C(F)(F)F)c1)NC1CC1	4	10	-18
S=C(NCc1ccccc1)NCc1ccc2c(c1)OCO2	8	0	4
CC(/C=N/NC(=O)c1ccc(CN2c3cccc4cccc(c34)S2(=O)=O)cc1)c1ccccc1 (configuration not stated)	1	21	-41
CC(=O)NCCC(=O)Nc1nc(C)c(Cc2ccc3c(c2)OCO3)s1	4	-11	-14

Among those listed so far, these have a COOH group.
SMILES	FN deposit inh	LGR2 antag	PAX8 reporter
COc1ccc(/C=C/C(=O)O)cc1COc1cccc(C)c1	-1	12	-3
CC(C)Cc1csc(NC(=O)c2ccc(F)cc2)c1C(=O)O	-4	-16	-17
Cc1ccc2onc(CC(=O)O)c2c1	-10	-24	9
Cc1c(NC(=O)c2cccnc2C(=O)O)cccc1C(=O)O	7	-9	-11
O=C(O)CCCC(=O)N1N=C(c2ccccc2)CC1c1ccc2nccnc2c1 (configuration not stated)	-9	-18	-14

These rows are one share of the data; the hit share may differ from the screen's.
